Glioma ERSR ind: qHTS for Inducers of the Endoplasmic Reticulum Stress Response (ERSR) in Human Glioma: qHTS; AID 602332, 2012; Potency, µM, without a hit: at the top dose activation, usual class: activators; 420,000 tested, 0.02% active; U87-MG GRP78 promoter luciferase reporter, 16 h; further: potency means the concentration at half of the fitted maximal effect; series mostly up to about 76 µM; % of control where 0% means no effect; nearly all actives have a fitted effect of over 35% in size
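Stably transfected U87-MG human glioma cells carrying a GRP78-based luminescent sensor were seeded at 1000 cells/well, pin-dosed with compounds and incubated 16 h. Luciferase reagent was then added, and end-point luminescence was read after 10 min at room temperature.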
Vif-A3G inh: qHTS for Inhibitors of Vif-A3G Interactions: qHTS | HeLa A3G-eYFP + Vif (tagged APOBEC3G with the HIV-1 protein that degrades it), YFP fluorescence, overnight | Potency, µM (highest dose often 46.1 µM), inactives show at the highest dose activity, negative = active, usual class: inhibitors | 410,000 tested, 0.076% active | AID 602310, 2012;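 further: potency means the concentration at half of the fitted maximal effect; on the % scale 0 is the no-effect control and ±100 the full control effect; nearly all actives have a fitted effect of over 60% in size; hits raise eYFP signal because A3G escapes Vif-driven loss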
Target sequence (Q9HC16 whole entry, looked up): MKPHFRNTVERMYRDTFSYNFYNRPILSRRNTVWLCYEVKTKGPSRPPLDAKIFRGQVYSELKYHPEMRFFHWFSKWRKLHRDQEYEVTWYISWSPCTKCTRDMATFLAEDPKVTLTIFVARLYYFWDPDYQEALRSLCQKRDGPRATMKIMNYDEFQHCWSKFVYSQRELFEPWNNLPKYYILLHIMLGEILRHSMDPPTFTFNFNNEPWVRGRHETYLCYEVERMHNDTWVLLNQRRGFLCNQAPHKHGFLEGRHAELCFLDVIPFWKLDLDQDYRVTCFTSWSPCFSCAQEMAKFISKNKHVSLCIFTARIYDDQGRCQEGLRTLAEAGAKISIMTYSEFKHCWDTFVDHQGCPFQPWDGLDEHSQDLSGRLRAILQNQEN
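HeLa cells stably expressing Vif and C-terminally eYFP-tagged A3G, seeded overnight at 37 deg C, then exposed to compound by pintool overnight at 37 deg C. Rise in yellow fluorescence (Ex 488/Em 500-530, Acumen) marks blocked Vif-driven A3G degradation.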
RXFP1 ag: qHTS Assay for Agonists of the Relaxin Receptor RXFP1 | Relaxin receptor 1 (Homo sapiens), Q9HBX9 | AID 2676, 2010 | Potency, µM (doses to about 57.5 µM), for inactives: top-dose activation, hits mostly activators | HEK293T-RXFP1 cAMP TR-FRET, 30 min; response scale: percent of porcine relaxin response, buffer zero | 370,000 tested, 0.3% active; further: potency means the concentration at half of the fitted maximal effect; on the % scale 0 is the no-effect control and ±100 the full control effect; nearly all actives have a fitted effect of over 60% in size; many of its hits are not listed in these tables
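HEK293 cells stably expressing RXFP1, treated 30 min at 37C with compounds plus PDE4 inhibitor Ro 20174; cAMP measured by HTRF TR-FRET. Normalized to buffer and 29 nM porcine relaxin; EC50 by Hill fit.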
D2 potentiator: HTS Assay for Positive Allosteric Modulators of the Human D2 Dopamine Receptor: Primary Screen for Potentiators | D(2) dopamine receptor (Homo sapiens), P14416 | potentiation, % at 10 µM | 340,000 tested, 0.34% active | HEK293 T-REx D2, calcium flux, EC20 dopamine potentiation;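 active means potentiation over 3 SD above the plate norm, cut at about 30% in these data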; further: 0% is about no effect
Target sequence (P14416 whole entry, looked up): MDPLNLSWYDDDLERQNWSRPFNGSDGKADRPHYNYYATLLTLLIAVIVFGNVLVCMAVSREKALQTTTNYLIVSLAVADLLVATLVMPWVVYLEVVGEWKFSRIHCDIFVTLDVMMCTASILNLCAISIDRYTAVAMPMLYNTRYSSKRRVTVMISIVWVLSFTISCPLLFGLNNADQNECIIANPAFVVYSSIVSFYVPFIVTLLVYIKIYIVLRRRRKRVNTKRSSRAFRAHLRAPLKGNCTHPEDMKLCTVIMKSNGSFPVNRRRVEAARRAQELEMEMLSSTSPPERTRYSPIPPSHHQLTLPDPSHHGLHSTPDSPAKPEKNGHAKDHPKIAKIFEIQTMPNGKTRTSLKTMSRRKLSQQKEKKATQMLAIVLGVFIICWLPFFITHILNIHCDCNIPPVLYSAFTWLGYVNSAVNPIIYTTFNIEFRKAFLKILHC
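Calcium flux readout, no-wash dye, 1 read/s. Inducible HEK293 Trex D2 line, overnight 30 C. Compound alone 180 s (agonist flags), then EC20 dopamine, another 180 s to score potentiation.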
Vif-APOBEC3F blk: qHTS for Inhibitors of Vif-A3F Interactions: qHTS | Potency, µM (titrated, usually from 46.1 µM), for inactives: at the highest dose activity, negative = active | HeLa A3F-eYFP + Vif (tagged APOBEC3F with the HIV-1 protein that degrades it), YFP fluorescence increase | AID 602313, 2012 | 390,000 tested, 0.2% active; further: potency means the concentration at half of the fitted maximal effect; % of control where 0% means no effect; nearly all actives have a fitted effect of over 65% in size
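Fluorescence increase (Ex 488/Em 500-530) after overnight compound treatment at 37 deg C flags inhibition of Vif-driven A3F-eYFP loss in stable HeLa A3F-eYFP/Vif cells seeded overnight beforehand.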
LDHA block: qHTS assay for inhibitors of human lactate dehydrogenase; L-lactate dehydrogenase A chain (Homo sapiens), P00338; purified LDHA, NADH/diaphorase-resazurin fluorescence; hits give low values; activity change, % (values are at about 110 or 230 µM); 480,000 tested, 0.15% active; AID 1347041, 2019; in the data active means activity change below about -30%; inconclusive means mostly about -25% to -30%;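 further: plate controls were DMSO wells for no effect and wells without enzyme for full effect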
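Enzyme activity of human lactate dehydrogenase 5 (2 nM; 0.06 mM NADH, 0.2 mM pyruvate, 5 min, RT) is measured via a resazurin/diaphorase fluorescence readout of residual NADH.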
D1 ag: Allosteric Agonists of the Human D1 Dopamine Receptor: qHTS; D(1A) dopamine receptor (Homo sapiens), P21728; HEK293 T-REx D1 cells, calcium flux, agonist mode; activation, % at 2 µM; 360,000 tested, 1% active; AID 504660, 2011; in the data active means activation above about 30%; further: 0% is about no effect
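Inducible HEK293 T-REx D1 cells, force-coupled to calcium signalling, were plated at 4000 cells/well with tetracycline and held overnight at 30 C. After no-wash calcium dye loading, compound-evoked calcium rise over 180 s flagged agonists.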
D1 antagonist: Antagonist of Human D 1 Dopamine Receptor: qHTS. 360,000 tested, 3.2% active. D(1A) dopamine receptor (Homo sapiens), P21728. activity change, negative = inhibition, % at 10 µM. HEK293 TREx D1 cells, calcium flux, dopamine EC80; hits give low values; in the data active means activity change below about -30%; further: on the % scale 0 is the no-effect control and ±100 the full control effect
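Allosteric or orthosteric antagonism assessed as attenuation of the calcium response to EC80 dopamine, added 180 s after compound, in induced HEK293 Trex D1 cells loaded with no-wash calcium dye.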
D1 potentiator: Potentiators of Human D1 Dopamine Receptor: qHTS; D(1A) dopamine receptor (Homo sapiens), P21728; HEK293 TREx D1 cells, calcium flux, dopamine EC20 potentiation; potentiation, % at 10 µM; 360,000 tested, 0.036% active; in the data active means potentiation above about 30%; further: 0% is about no effect
The depositor's hits bear a star; ? = inconclusive; nt = not tested or not shown; & = joins results of further samples. Unless noted, the call rests on the fitted dose curve; in most records, active means well fitted curve in the direction sought with a large enough effect; inconclusive means small, poorly fitted or top-dose-only effect, or another doubt; inactive means no such curve, though single readings can be large; an effect the other way counts as inactive or inconclusive. Only part of the results is shown. The share of hits here may be higher or lower than overall.

SMILES | Glioma ERSR ind | Vif-A3G inh | RXFP1 ag | D2 potentiator | Vif-APOBEC3F blk | LDHA block | D1 ag | D1 antagonist | D1 potentiator
Cc1cccc(-c2nnn(Cc3nnc(NC(=O)c4ccccc4)s3)n2)c1 | 1% | -5% | 1.2% | -7 | -8% | -6 | 6 | 6 | -6
CC(=O)N1N=C(c2cccs2)CC1c1cccc([N+](=O)[O-])c1 (stereo not drawn) | -2% | 1% | 3.4% | -4 | 9% | -3 | -2 | nt | -2
CCOC(=O)/C(N=Nc1c(C)n(C)n(-c2ccccc2)c1=O)=C(\C)O | 0% | -3% | -0.5% | -4 | 0% | -1 | 2 | -9 | 17
Cc1ccn2c(NC3CCCCC3)c(-c3cccc(SC4CCCCC4)c3)nc2c1 | 1% | -7% | nt | nt | -28% | -4&1 | nt | nt | nt
CCc1ccccc1NC(=O)Cn1nnc2sc3c(c2c1=O)CCC(C(C)(C)C)C3 (stereo not drawn) | nt | nt | -0.1% | -5 | nt | -1 | 1 | 5 | 7
O=C(N/N=C/c1ccc([N+](=O)[O-])o1)c1sc2ccccc2c1Cl | -14% | ? | 2.8% | 1 | 8.9µM* | 1 | 0 | -2 | -5
Cc1c(NC(=O)/C(=C/c2cccs2)NC(=O)c2ccccc2)c(=O)n(-c2ccccc2)n1C | -2% | 1% | 0.1% | -2 | 8% | -1 | 1 | -15 | -10
N#Cc1ccc(Oc2cccc(C(=O)O)c2)cc1C#N | -3% | -1% | -0.8% | 7 | -6% | -2 | 1 | 3 | 1
CCOc1ccc(Nc2cc(C)nc3nncn23)cc1 | 3% | 2% | 0.9% | 10 | 9% | -6 | -1 | 2 | -1
Cc1cccn2c(=O)c3cc(C(=O)NCCN4CCOCC4)c(=N)n(Cc4cccnc4)c3nc12 | -2% | 4% | 0.9% | -7 | -1% | 0 | 5 | 11 | -7
CCC(C)[C@H]1COCCS(=O)(=O)N1Cc1ccccc1F (stereo partly drawn) | -3%&-2% | -3%&-6% | -0.3% | -3 | 0% | -7 | 1 | 2 | -2
CN1C(=O)c2ccccc2Sc2ccc(NC(=O)N3CCN(c4ccccc4F)CC3)cc21 | -3% | -1% | -1.5% | -3 | 4% | 0 | -2 | 8 | -1
COc1ccc(CC(=O)Nc2cccc(SC)c2)cc1OC | -8% | 0% | 1.1% | nt | -1% | -6 | 8 | -27 | -1
O=C(Nc1cc(=O)c2ccccc2o1)N1CCOCC1 | -2% | -12% | 0.9% | 31* | -2% | -13 | 1 | -3 | -2
CCCc1nnc(NC(=O)CN2CCN(C)CC2)s1 | -2% | 1% | 0.3% | 14 | -8% | 3 | 2 | -9 | 3
CCN(CC(=O)NCc1ccc(Cl)cc1)C(=O)COc1cccc(Cl)c1 | -2% | -2% | 0.2% | -9 | 4% | 3 | 17 | -7 | -9
CCOc1ccc(-c2c(C(=O)N/N=C(\C)c3cccnc3)nnn2-c2nonc2N)cc1 | -2% | 1% | -1.2% | 6 | 0% | -9 | 4 | 10 | 4
CCn1cc(/C=C(\NC(=O)c2ccccc2F)C(=O)NCCCN2CCOCC2)c2ccccc21 | 1% | 1% | 0.8% | -3 | 1% | -4 | 2 | -3 | -5
Cc1sc(NC(=O)CSc2nnnn2C)c(C#N)c1C | -6% | -1% | -0.3% | -5 | 1% | 4 | 1 | -20 | 0
Cc1cc(=O)oc2cc(OCC(=O)NCC3CCCO3)ccc12 (stereo not drawn) | 0% | -1% | 7.5% | -3 | -10% | -10 | -1 | 0 | -1
NC(=O)c1ccsc1NC(=O)COC(=O)c1nc(Cl)ccc1Cl | 0% | -1% | -0.7% | 4 | 9% | 2 | 7 | -15 | -1
CCN1C(=O)CC(N2CCN(c3ccc(C(=O)c4ccncc4)cc3)CC2)C1=O (stereo not drawn) | -3% | -3% | 2.0% | 10 | 0% | -7 | 5 | -12 | 4
COc1cccc(C2N=C(c3ccccc3C)NO2)c1OC (stereo not drawn) | 7% | 0% | -0.5% | 1 | ? | -1 | 1 | -4 | 0
Fc1ccccc1-c1nc(-c2ccccc2)no1 | -6% | 1% | 2.4% | 0 | 1% | -2 | 1 | 4 | -2
CCOC(=O)c1c(C)[nH]c(C)c1C(=O)COC(=O)c1cc(OC)c(OC)cc1OC | -3% | -1% | -1.0% | -3 | -13% | 2 | 3 | -32* | -8
CCOc1ccccc1NC(=S)N1CCN(c2nc(-c3ccc(F)cc3)cs2)CC1 | -2% | 0% | 2.9% | 0 | -4% | -2 | 3 | 7 | 1
CN(C)C(C)(C)C#CC(O)(c1ccccc1)c1ccccc1 | -3% | -7% | -0.7% | -7 | 4% | 0 | 2 | 11 | -2
O=C(COc1ccccc1)Nc1ccc2c(c1)nc1n2CCSC1 | -5% | -6% | 0.2% | -4 | nt | 1 | 2 | 6 | -1
Cc1cc(C)nc(SCc2nnc(SCc3ccccc3Cl)o2)n1 | -6% | 3% | 0.2% | -8 | nt | -5 | 10 | 1 | -2
CCC(=O)N1CCc2cc(S(=O)(=O)NC(CC(C)C)C(=O)NCc3ccc(F)cc3)ccc21 (stereo not drawn) | -1% | 0% | 2.7% | -5 | 1% | -17 | -1 | -40* | 4
COCC(=O)Nc1ccc(S(=O)(=O)Nc2onc(C)c2C)cc1 | -5% | 4% | nt | nt | 0% | -2 | nt | nt | nt
COc1ccc(C(c2oc(CO)cc(=O)c2O)c2oc(CO)cc(=O)c2O)cc1 | 2% | 4% | 4.7% | 8 | ? | 1 | 3 | -9 | -2
O=C(c1cc(Cl)ccc1F)N1CCCC(Nc2ccc3c(c2)OCCO3)C1 (stereo not drawn) | -2% | 1% | -0.5% | 14 | 4% | 7 | 4 | -5 | 2
CCOC(=O)c1cnc2c(-c3ccccc3)c(C)nn2c1N | 1% | -1% | 2.8% | -8 | 7% | -6 | 4 | 4 | 5
CCN(C(=O)COC(=O)c1cccc(NS(=O)(=O)c2ccc(F)c(F)c2)c1)C1CCS(=O)(=O)C1 (stereo not drawn) | nt | nt | -0.9% | 3 | nt | nt | 1 | -16 | -5
CC(=O)Oc1c(C)cc(Cl)cc1C(=O)Nc1ccc([N+](=O)[O-])cc1Cl | -1% | 10% | 6.2% | -14 | -11% | -2 | 34* | -21 | -10
C=CCn1c(SCC(=O)N(C)C2CCS(=O)(=O)C2)nc2ccccc2c1=O (stereo not drawn) | -3% | 1% | 9.2% | 10 | -8% | -2 | 2 | 1 | -3
Cc1ccc(CNC(=O)CCn2nc(-c3ccc(Cl)cc3)ccc2=O)cc1 | 0% | -5% | 3.1% | -8 | -6% | -2 | -1 | -5 | -2
CCOC(=O)C1(CCCc2ccccc2)CCN(C(=O)CCCn2cncn2)CC1 | 3% | -5% | 2.9% | nt | 1% | -3 | 4 | -1 | -5
CC(=O)Nc1ccc(N/C=C/C(=O)c2ccc(C)o2)cc1 | 6% | -1% | -0.1% | 15 | 1% | 12 | 3 | 22 | 1
Cc1nn(C)c(C(=O)N/N=C/c2ccc(Br)cc2)c1Cl | -1% | 0% | 2.0% | 3 | -1% | -5 | 2 | -3 | 0
N#Cc1c(-c2ccccc2)ccnc1N1CCOCC1 | 7% | -5% | 1.6% | -6 | 2% | -6 | 1 | -14 | 1

Compounds above with fluorine, in the order listed:
SMILES | Glioma ERSR ind | Vif-A3G inh | RXFP1 ag | D2 potentiator | Vif-APOBEC3F blk | LDHA block | D1 ag | D1 antagonist | D1 potentiator
CCC(C)[C@H]1COCCS(=O)(=O)N1Cc1ccccc1F (stereo partly drawn) | -3%&-2% | -3%&-6% | -0.3% | -3 | 0% | -7 | 1 | 2 | -2
CN1C(=O)c2ccccc2Sc2ccc(NC(=O)N3CCN(c4ccccc4F)CC3)cc21 | -3% | -1% | -1.5% | -3 | 4% | 0 | -2 | 8 | -1
CCn1cc(/C=C(\NC(=O)c2ccccc2F)C(=O)NCCCN2CCOCC2)c2ccccc21 | 1% | 1% | 0.8% | -3 | 1% | -4 | 2 | -3 | -5
Fc1ccccc1-c1nc(-c2ccccc2)no1 | -6% | 1% | 2.4% | 0 | 1% | -2 | 1 | 4 | -2
CCOc1ccccc1NC(=S)N1CCN(c2nc(-c3ccc(F)cc3)cs2)CC1 | -2% | 0% | 2.9% | 0 | -4% | -2 | 3 | 7 | 1
CCC(=O)N1CCc2cc(S(=O)(=O)NC(CC(C)C)C(=O)NCc3ccc(F)cc3)ccc21 (stereo not drawn) | -1% | 0% | 2.7% | -5 | 1% | -17 | -1 | -40* | 4
O=C(c1cc(Cl)ccc1F)N1CCCC(Nc2ccc3c(c2)OCCO3)C1 (stereo not drawn) | -2% | 1% | -0.5% | 14 | 4% | 7 | 4 | -5 | 2
CCN(C(=O)COC(=O)c1cccc(NS(=O)(=O)c2ccc(F)c(F)c2)c1)C1CCS(=O)(=O)C1 (stereo not drawn) | nt | nt | -0.9% | 3 | nt | nt | 1 | -16 | -5

Bioassay records: PubChem, National Center for Advancing Translational Sciences (NCATS)
